RORgamma inh – ROR gamma (mouse) transcription inhibition; Drosophila S2 Gal4-RORgamma UAS-luciferase reporter, 20 h; Potency, µM (highest dose often 53.6 µM), for the others: top-dose activity change, negative = inhibition, usual class: inhibitors; P51450; hit rate 5.4% among 310,000; note: % is set by controls: 0 for no effect and ±100 for the full control effect; nearly all actives have a fitted effect of over 60% in size
Target sequence (P51450 whole entry, looked up, the tested form may be a part): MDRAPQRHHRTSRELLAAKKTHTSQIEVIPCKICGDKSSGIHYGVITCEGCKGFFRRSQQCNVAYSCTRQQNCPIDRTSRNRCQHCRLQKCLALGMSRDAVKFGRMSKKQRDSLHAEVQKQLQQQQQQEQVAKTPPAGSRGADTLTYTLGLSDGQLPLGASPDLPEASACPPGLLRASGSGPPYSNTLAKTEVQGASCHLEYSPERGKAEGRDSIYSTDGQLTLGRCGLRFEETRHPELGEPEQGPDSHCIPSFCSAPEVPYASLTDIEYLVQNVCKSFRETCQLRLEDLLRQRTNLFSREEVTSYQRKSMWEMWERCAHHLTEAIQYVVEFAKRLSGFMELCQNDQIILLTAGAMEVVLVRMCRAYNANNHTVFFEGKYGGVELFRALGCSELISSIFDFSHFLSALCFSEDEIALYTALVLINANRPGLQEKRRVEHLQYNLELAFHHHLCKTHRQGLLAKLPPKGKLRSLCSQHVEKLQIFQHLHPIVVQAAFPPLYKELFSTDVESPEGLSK
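Luminescence from a UAS-regulated Photinus luciferase reporter in stably transfected Drosophila Schneider cells is measured; decreased signal marks ROR gamma inhibition. Fusion expression is induced by 700 uM copper sulfate for 20 hr.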
MBNL1 CUG block – inhibitors of human MBNL1 binding to CUG repeat RNA. Q9NR56. TR-FRET MBNL1-His/biotin-(CUG)12 binding, 665/545 ratio. Potency, µM (highest dose often 57.5 µM), for the others: at the highest dose activity change, negative = inhibition, most hits filed as inhibitors. hit rate 0.036% among 280,000. AID 2675; active = well fitted inhibition curve with a large enough effect in the signal ratio, with a control signal flat, not every such curve was filed as active; inconclusive = small, poorly fitted or top-dose-only effect, or effect the other way, or a change in a side signal; inactive = no such curve, though single readings can be large or run the other way; the % refers to the signal ratio; note: % is set by controls: 0 for no effect and ±100 for the full control effect
Target sequence (Q9NR56 whole entry, looked up): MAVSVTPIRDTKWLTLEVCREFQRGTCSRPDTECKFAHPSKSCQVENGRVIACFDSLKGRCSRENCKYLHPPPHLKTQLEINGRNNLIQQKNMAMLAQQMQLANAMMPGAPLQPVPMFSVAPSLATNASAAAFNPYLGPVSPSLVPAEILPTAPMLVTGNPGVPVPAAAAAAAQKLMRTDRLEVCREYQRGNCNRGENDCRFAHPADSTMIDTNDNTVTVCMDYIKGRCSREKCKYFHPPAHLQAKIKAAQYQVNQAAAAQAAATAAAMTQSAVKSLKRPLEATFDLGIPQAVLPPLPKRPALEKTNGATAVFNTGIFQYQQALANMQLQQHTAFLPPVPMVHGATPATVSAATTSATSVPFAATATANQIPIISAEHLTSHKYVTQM
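TR-FRET between His-tagged MBNL1 and biotin-(CUG)12 RNA, detected with Tb anti-His antibody (0.055 ng/ul) and streptavidin-XL665 (5 nM), 60 min at room temperature. Compounds titrated 92 nM to 58 uM; 665/545 nm ratio normalized to buffer and complex controls.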
Gal4-VP16 FLuc – counter-screen for ROR gamma inhibitors: Gal4-VP16 reporter. Drosophila S2 Gal4-VP16 UAS-luciferase, luminescence, 20 h. Potency, µM (doses to about 53.6 µM), for the others: at the top dose activity, negative = inhibition, actives largely listed as inhibitors. hit rate 3.5% among 310,000;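 note: Gal4-VP16 expression switched on by copper sulfate through the metallothionein promoter; % is set by controls: 0 for no effect and ±100 for the full control effect; nearly all actives have a fitted effect of over 50% in size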
CXXC DNA block – blocks binding of human MLL CXXC domain to DNA | hit rate 0.037% among 290,000 | MLL-CXXC / FITC-HOXA9 DNA fluorescence polarization | Q03164 | Potency, µM (titrated, usually from 115 µM), for inactives: at the highest dose activity change, negative = inhibition, hits mostly inhibitors | AID 2662; active = well fitted inhibition curve with a large enough effect in the polarisation, with a control signal flat, not every such curve was filed as active; inconclusive = small, poorly fitted or top-dose-only effect, or effect the other way, or a change in a side signal; inactive = no such curve, though single readings can be large or run the other way; the % refers to the polarisation
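Fluorescence polarization: 7 uM MLL-CXXC (stock) preincubated 5 min with compounds, then 50 nM fluorescein-HOX-A9 DNA (stock) added; 30 min ambient. Buffer 50 mM Tris-HCl pH 7.5, 50 mM NaCl, 1 mM DTT, 0.05% BSA.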
* hit, by the source's call; ? = inconclusive; · = no result given; & = joins results of further samples; [ ] = dose if it differs, or a comment. Unless noted, calls come from the whole dose curve; as a rule, active = well fitted curve in the direction sought with a large enough effect; inconclusive = small, poorly fitted or top-dose-only effect, or another doubt; inactive = no such curve, though single readings can be large; an effect the other way counts as inactive or inconclusive. Potency is the fitted concentration of half-maximal effect. An excerpt (hit frequency here may not be typical).

cpd	smiles	RORgamma inh	MBNL1 CUG block	Gal4-VP16 FLuc	CXXC DNA block
1	Cc1noc(C)c1-c1ccc2ncnc(NCc3ccccc3F)c2c1	-9.3%	·	11.2µM*	·
2	Cc1cccc(CNc2ncnc3ccc(-c4ccccc4CN(C)C)cc23)c1	?	·	-2.2%	·
3	COc1ccccc1CN1CCCC2(CCNCC2)C1	-0.4%	·	6.1%	·
4	CCCCCCCCCCCCCCCC(=O)O[C@H](CC(=O)O)C[N+](C)(C)C	27.0%	·	-23.5%	·
5	CC(=O)OC1CC[C@]2(C)C(CC[C@@]3(C)C2C(=O)C=C2C4C(C)C(C)CC[C@@]4(C(=O)O)CCC23C)C1(C)C (some centres not stated)	0.631µM*	·	-7.8%	·
6	CCOc1ccccc1-c1ccc(C(=O)O)s1	12.9%[96.6 µM]	·	-18.4%[96.6 µM]	·
7	Brc1ccc(C2=NCCC(c3ccccc3)O2)cc1 (configuration not stated)	28.3%	·	-4.4%	·
8	N#CCCn1c(=O)c(-c2cccs2)nc2cnc(Nc3ccccc3)nc21	-3.1%	·	0.8%	·
9	CNc1ncnc2c1ncn2[C@H]1C[C@H](OP(=O)(O)O)[C@H](COP(=O)(O)O)O1	0.5%	·	0.0%	·
10	CC12CCCC(O)(C1)C1CC(C)(C)C1CC2 (configuration not stated)	-3.1%	·	-6.8%	·
11	CC[C@]1(c2ccccc2)NC(=O)NC1=O	-8.8%	·	-12.9%	·
12	CC(=O)NC(C(=O)O)C(C)(C)SN=O (configuration not stated)	3.5%	·	0.3%	·
13	C=C(C)CC(C)(C)C	-7.6%	·	3.9%	·
14	CO[C@]12CC(COC(=O)c3cncc(Br)c3)CN(C)[C@@H]1Cc1cn(C)c3cccc2c13 (some centres not stated)	1.2%	·	0.0%	·
15	O=c1c(-c2cccs2)nc2cncnc2n1Cc1ccccc1	-25.6%	·	15.9%	·
16	C[C@@H]1CC[C@H]2C(=O)NC[C@@H](O)CN2[C@@H]1c1ccc(Br)cc1	8.9%[10 µM]	·	0.1%[10 µM]	·
17	COCOc1cc(OC)ccc1C(=O)/C=C/c1ccc([N+](=O)[O-])cc1	?	·	10.1%	·
18	Cc1ccccc1-c1cc(Nc2ccccc2)ncn1	6.3%	·	4.2%	·
19	CO[C@@H]1COC(=O)[C@H]2CCCN2C(=O)C/C=C\[C@@H](C)[C@H](OC)COC(=O)[C@H]2CCCN2C(=O)C/C=C\[C@H]1C	-14.5%[10 µM]	·	3.6%[10 µM]	·
20	CCCCC/C=C\C[C@H](O)/C=C/C=C\C/C=C\CCCC(=O)O	15.2%	·	-3.4%	·
21	N#Cc1ccccc1-c1cncnc1NCc1cccnc1	-1.8%	·	5.7%	·
22	COc1cccc([C@@H]2Oc3ccc(Br)cc3C(=O)[C@H]2OC(=O)Nc2ccc(OC(F)F)cc2)c1	?	·	-6.2%	·
23	O=c1c(CCc2ccccc2)nc2cnc(N3CCNCC3)nc2n1-c1ccccc1	-6.6%	·	3.9%	·
24	CC/C=C1/OC(=O)c2ccccc21	13.0%	·	-16.4%	·
25	Cc1ccc(Sc2cncc3sc(C(N)=O)cc23)cc1	?	·	-24.2%	·
26	CC1OC(OCC2OC(Oc3c(-c4ccc(O)c(O)c4)oc4cc(O)cc(O)c4c3=O)C(O)C(O)C2O)[C@@H](O)C(O)C1O (some centres not stated)	9.7%	·	-6.4%	·
27	N#Cc1ccc(CN2CC3(CCN(C(=O)c4cc(C(F)(F)F)cc(C(F)(F)F)c4)CC3)C2)cc1	11.1%	·	?	·
28	CCN1C(C)=C(C(=O)OC(C)C)C(c2ccccc2Cl)C2=C1COC2=O (configuration not stated)	3.6%	·	0.2%	·
29	CC(C)C[C@H](NC(=O)[C@H](Cc1ccccc1)NC(=O)CNC(=O)CNC(=O)[C@@H](N)Cc1ccc(O)cc1)C(=O)N[C@@H](CCCN=C(N)N)C(=O)N[C@@H](CCCN=C(N)N)C(=O)N[C@@H](CCC(N)=O)C(=O)N[C@@H](Cc1ccccc1)C(=O)N[C@@H](CCCCN)C(=O)N[C@H](C(=O)N[C@H](C(=O)N[C@H](C(=O)O)[C@@H](C)O)C(C)C)C(C)C	9.6%	·	2.1%	·
30	CC(C)C[C@@H](CC(=O)N[C@H](CC(=O)N[C@@H]1CCCC[C@H]1C(=O)N[C@H](CC(=O)N[C@@H](CCC(=O)O)CC(=O)O)Cc1ccccc1)C(C)C)NC(=O)[C@@H]1CNCC[C@H]1N	4.0%	·	-5.4%	·

Taken from the listing, 7 compounds:
cpd	smiles	RORgamma inh	MBNL1 CUG block	Gal4-VP16 FLuc	CXXC DNA block
20	CCCCC/C=C\C[C@H](O)/C=C/C=C\C/C=C\CCCC(=O)O	15.2%	·	-3.4%	·
21	N#Cc1ccccc1-c1cncnc1NCc1cccnc1	-1.8%	·	5.7%	·
22	COc1cccc([C@@H]2Oc3ccc(Br)cc3C(=O)[C@H]2OC(=O)Nc2ccc(OC(F)F)cc2)c1	?	·	-6.2%	·
23	O=c1c(CCc2ccccc2)nc2cnc(N3CCNCC3)nc2n1-c1ccccc1	-6.6%	·	3.9%	·
24	CC/C=C1/OC(=O)c2ccccc21	13.0%	·	-16.4%	·
25	Cc1ccc(Sc2cncc3sc(C(N)=O)cc23)cc1	?	·	-24.2%	·
26	CC1OC(OCC2OC(Oc3c(-c4ccc(O)c(O)c4)oc4cc(O)cc(O)c4c3=O)C(O)C(O)C2O)[C@@H](O)C(O)C1O (some centres not stated)	9.7%	·	-6.4%	·

(list continues)
cpd	smiles	RORgamma inh	MBNL1 CUG block	Gal4-VP16 FLuc	CXXC DNA block
31	C[C@]12CCC3c4ccc(O)cc4CCC3C1CCC2OC(=O)CCC1CCCC1 (some centres not stated)	1.1%	·	-27.7%	·
32	COc1ccc(-c2ccc3c(n2)CCCN3C[C@H](O)CN2CCCc3nc(-c4ccc(Br)cc4)ccc32)cc1	16.6%&17.6%[10 µM]	·	0.6%&1.5%[10 µM]	·
33	CC12CC3(O)OC(O1)C1(COC(=O)c4ccccc4)[C@@H]3CC21O[C@@H]1O[C@H](CO)[C@@H](O)[C@H](O)[C@H]1O	2.7%	·	1.5%	·
34	COC(=O)CC1Oc2cc3oc4c(c3cc2O1)C(=O)CC(C)(C)C4 (configuration not stated)	5.01µM*	·	?	·
35	COc1ccc(-c2oc3cc(O[C@@H]4OC(CO)C(O)C(O)C4O)c(OC)c(O)c3c(=O)c2OC)cc1O (some centres not stated)	?	·	0.7%	·
36	O=C(Nc1ccc(Br)cc1)c1cccc(S(=O)(=O)Nc2ccc(Br)cc2)c1	?	·	7.94µM*	·
37	C=CCOC(=O)N[C@H](/C(C(=O)OC)=C(\C)NCc1ccccc1)c1ccc(C)cc1	-16.7%	·	2.4%	·
38	CC[C@H](C(=O)[C@H](C)[C@H](O)[C@H](C)CCc1ccc(C)c(O)c1C(=O)O)[C@H]1O[C@](CC)([C@@H]2CC[C@@](O)(CC)[C@H](C)O2)C[C@H]1C	?	·	6.31µM*	·
39	CC(C)CN(C)c1nc(N)c(C(=O)N=C(N)N)nc1Cl	·	?	·	11.8%
40	C/C=C1\C(=O)CC2C3CCC4=CC(=O)CC[C@]4(C)C3CC[C@]12C (some centres not stated)	8.0%	·	6.4%	-16.0%
41	CN(C)C=Nc1c(I)cc(I)c(CCC(=O)O)c1I	17.1%	·	-5.7%	-1.2%
42	Cc1ccc2c(c1)c1c3n2CCN[C@H]3CCC1	-22.3%	·	-5.5%	3.6%
43	CCCCCCCCCCCC[n+]1ccc2ccccc2c1	?	·	5.01µM*	3.6%
44	CCCCCCCCCCCCCCCCCC(=O)OCC(O)CO (configuration not stated)	5.1%[10 µM]	·	-12.8%	?
45	CCC(C(=O)O)C1OC(C(C)C(O)C(C)C(=O)C(CC)C2OC3(C=CC(O)C4(CCC(C)(C5CCC(O)(CC)C(C)O5)O4)O3)C(C)CC2C)C(C)CC1C (configuration not stated)	0.891µM*	·	0.447µM*	9.7%
46	CCC1=C[C@@H]2CN(C1)Cc1c([nH]c3ccccc13)[C@@](C(=O)OC)(c1cc3c(cc1OC)N(C)[C@@H]1[C@@](O)(C(=O)OC)[C@H](OC(C)=O)[C@]4(CC)C=CCN5CC[C@]31[C@@H]54)C2	9.4%	·	-7.5%	4.5%
47	CCCCCCCCCCCCCCCCCCCCCC(=O)Nc1ccn([C@@H]2O[C@H](CO)[C@@H](O)[C@@H]2O)c(=O)n1	4.1%	·	-21.7%	18.2%
48	C[C@H](Oc1ccccc1)C(=O)N[C@@H]1C(=O)N2[C@@H]1SC(C)(C)[C@@H]2C(=O)O	17.8%[2.98 µM]	·	3.3%[17 µM]	-8.4%[51.4 µM]
49	CC(O)C(=O)O (configuration not stated)	12.0%	·	1.4%	4.9%
50	CCOC(=O)/C=C(C)/C=C/C=C(C)/C=C/c1c(C)cc(OC)c(C)c1C	30.8%	·	0.6%	11.1%
51	CCC(=O)OCC(=O)[C@@]1(OC(=O)CC)[C@H](C)C[C@@H]2[C@@H]3[C@H]([C@@H](O)C[C@@]21C)[C@]1(C)C=CC(=O)C=C1C[C@@H]3Cl	-20.0%[2.98 µM]	·	-6.8%[17 µM]	-2.3%[51.4 µM]
52	C[C@@]12C=CC(=O)C=C1CCC1C3CC(O)[C@@](O)(C(=O)CO)[C@]3(C)CC(O)[C@]12F (some centres not stated)	13.1%	·	-3.7%	2.4%
53	CCCCN1CCCC1C(=O)Nc1c(C)cc(C)cc1C (configuration not stated)	-6.7%	·	-1.9%	-12.5%
54	FC(F)(F)C(F)(F)C(F)(F)C(F)(F)C(F)(F)C(F)(F)F	-0.8%	·	2.2%	4.5%
55	O=C(CCBr)N1CCN(C(=O)CCBr)CC1	-12.0%	·	-1.2%	4.2%
56	Cc1cc(-c2ccc(N=Nc3ccc4c(S(=O)(=O)O)cc(S(=O)(=O)O)c(N)c4c3O)c(C)c2)ccc1N=Nc1ccc2c(S(=O)(=O)O)cc(S(=O)(=O)O)c(N)c2c1O	?	·	?	3.7%
57	CCn1cc(C(=O)O)c(=O)c2cnc(N3CCCC3)nc21	-1.7%	·	-6.6%	0.9%[51.4 µM]
58	O=c1[nH]c(=O)c2[nH]c(=O)[nH]c2[nH]1	36.4%	·	6.8%	0.9%
59	FC(F)OC(Cl)C(F)(F)F (configuration not stated)	3.2%	·	7.0%	1.2%
60	NC(=S)N/N=C/c1cccnc1	10.5%	·	3.2%	13.1%
61	CCCCC/C(C=O)=C/c1ccccc1	-15.2%[10 µM]	·	0.7%	-1.1%
62	CCOc1ccccc1OCCN[C@H](C)Cc1ccc(OC)c(S(N)(=O)=O)c1	7.7%	·	-2.9%	0.2%
63	CC(C)=CCC1C(=O)N(c2ccccc2)N(c2ccccc2)C1=O	-20.0%[10 µM]	·	?	-1.6%
64	CCOC(=S)SSC(=S)OCC	11.0%	·	-0.3%	-3.2%
65	CN1CCC[C@@H]1Cc1c[nH]c2ccc(CCS(=O)(=O)c3ccccc3)cc12	9.4%	·	-0.8%	-0.9%
66	C[C@H](Cn1cnc2c(N)ncnc21)OCP(=O)(O)O	-7.0%	·	-1.7%	10.2%
67	CC(C)=CCOc1ccc(/C=C/C(=O)c2ccc(OCC=C(C)C)cc2OCC(=O)O)cc1	?	·	-20.1%	-2.1%
68	CN(C)CCn1nnnc1SCC1=C(C(=O)O)N2C(=O)[C@@H](NC(=O)Cc3csc(N)n3)[C@@H]2SC1	1.2%[2.98 µM]	·	-11.4%[17 µM]	-5.5%[51.4 µM]
69	Cn1cc(C(=O)[C@@H]2CCc3[nH]cnc3C2)c2ccccc21	0.7%	·	-5.6%	-10.6%
